Screening data deposited in PubChem by Sanford-Burnham Center for Chemical Genomics.
CXCR6 inh: CXCR6 receptor inhibitors, primary screen, cell-based, beta-arrestin, luminescence, CHO-K1 PathHunter, 1536-well; C-X-C chemokine receptor type 6 (Homo sapiens), O00574; inhibition, % at 20 µM; 360,000 compounds, 0.36% hits; AID 602244, 2012; in the data active = inhibition above about 34%, passing the limit was not always enough;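 also: antagonist mode with CXCL16 agonist at 10 nM final; 0% = 10 nM CXCL16 with DMSO and 100% = unstimulated wells without agonist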
Target sequence (O00574 whole entry, looked up): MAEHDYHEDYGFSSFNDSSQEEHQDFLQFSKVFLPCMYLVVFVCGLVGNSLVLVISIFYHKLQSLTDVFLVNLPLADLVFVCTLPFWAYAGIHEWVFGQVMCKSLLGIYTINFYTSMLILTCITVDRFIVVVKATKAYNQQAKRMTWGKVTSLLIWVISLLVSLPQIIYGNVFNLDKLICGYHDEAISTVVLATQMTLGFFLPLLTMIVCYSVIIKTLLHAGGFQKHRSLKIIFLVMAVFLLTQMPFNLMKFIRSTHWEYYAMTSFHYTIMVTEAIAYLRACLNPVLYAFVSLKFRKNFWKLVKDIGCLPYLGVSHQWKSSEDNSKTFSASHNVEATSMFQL
EBI2 antag: EBI2 receptor antagonists, beta-arrestin recruitment, primary screen, cell-based, luminescence, 7a,25-OHC stimulation, uHTS; G-protein coupled receptor 183 (Homo sapiens), P32249; 360,000 compounds, 0.81% hits; 7a,25-OHC stimulated; inhibition, % at 5 µM; in the data active = inhibition above about 38%;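 also: enzyme fragment complementation signal reports receptor beta-arrestin coupling in cells; 0% = agonist plus DMSO wells and 100% = wells without agonist; some results beyond the cut were filed as inactive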
MPTP inh: mitochondrial permeability transition pore inhibitors, primary screen, biochemical, isolated mouse mitochondria, absorbance. Ca2+ swelling absorbance, 30 min. inhibition, % at 10 µM. 360,000 compounds, 1.4% hits. AID 602449, 2012;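 active = inhibition of 50% or more, scaled per plate between neutral and stimulator controls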;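 also: 0% = DMSO wells given calcium and 100% = 1 mM EGTA wells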
Gli-Sufu antag: Gli-Sufu pathway antagonists, primary screen, luciferase luminescence, Sufu-KO-LIGHT cells, uHTS | 340,000 compounds, 0.74% hits | Sufu-KO-LIGHT fibroblasts, Gli luciferase reporter luminescence | inhibition, % at 5 µM;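 active = inhibition above about 55%, limit read from the data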;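 also: 0% = DMSO-treated cells and 100% = wells with medium but no cells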
GRIN3A LBD mod: binders of NR3A ligand-binding domain, primary screen, biophysical, differential scanning fluorimetry, uHTS. NR3A LBD differential scanning fluorimetry, Tm shift; 0% = protein alone, 100% = glycine-bound protein. AID 1259313, 2017. 340,000 compounds, 2.5% hits. Tm shift relative to glycine control, % at 25 µM. Glutamate receptor ionotropic, NMDA 3A (GRIN3A) ligand-binding domain;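 active = melting temperature shift of at least 10% of the positive control shift, at one fixed dose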
A3A deaminase: APOBEC3A ssDNA deaminase inhibitors, primary screen, selectivity assay for APOBEC3G inhibitor project, biochemical, FAM/TAMRA oligo cleavage fluorescence | inhibition, % at 20 µM | 330,000 compounds, 0.41% hits | recombinant A3A, FAM/TAMRA ssDNA deamination fluorescence | DNA dC->dU-editing enzyme APOBEC-3A (Homo sapiens), P31941 | AID 493011, 2011;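 active = at least 40% inhibition at 20 µM here, with at most 30% in a related deaminase screen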;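 also: plate controls were A3A with DMSO for no effect and wells lacking A3A enzyme for full effect; some results filed as inactive read as strong as hits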
Target sequence (P31941 whole entry, looked up): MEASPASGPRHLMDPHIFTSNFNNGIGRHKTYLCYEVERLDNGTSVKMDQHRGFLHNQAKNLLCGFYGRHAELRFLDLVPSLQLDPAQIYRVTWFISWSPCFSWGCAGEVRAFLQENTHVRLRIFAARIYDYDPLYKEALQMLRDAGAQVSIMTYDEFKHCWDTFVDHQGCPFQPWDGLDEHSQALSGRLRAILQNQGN
APOBEC3G inh: APOBEC3G DNA deaminase inhibitors, primary screen, biochemical, fluorescence, single-stranded DNA substrate, uHTS. DNA dC->dU-editing enzyme APOBEC-3G (Homo sapiens), Q9HC16. recombinant A3G, ssDNA deamination FAM/TAMRA fluorescence. inhibition, % at 20 µM. 330,000 compounds, 0.28% hits;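 active = inhibition of at least 40% at 20 µM, with no more than 30% in the related APOBEC3A deaminase screen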;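 also: plate controls were DMSO wells with A3G for no effect and wells lacking A3G enzyme for full effect; some compounds called inactive have numbers as strong as hits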
CCR6 antag: CCR6 receptor antagonists, primary screen, cell-based, CHO-K1, luminescence, beta-arrestin, uHTS; C-C chemokine receptor type 6 (Homo sapiens), P51684; inhibition, % at 20 µM; 340,000 compounds, 0.49% hits; CHO-K1 CCR6 PathHunter beta-arrestin, CCL20-stimulated;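 active = compounds whose inhibition of the agonist-driven luminescence signal at 20 µM reaches about 50%, limit read from the data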;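 also: cells stimulated with CCL20 at 14 nM final; plate controls were DMSO with CCL20 for no effect and DMSO without agonist for full effect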
Target sequence (P51684 whole entry, looked up): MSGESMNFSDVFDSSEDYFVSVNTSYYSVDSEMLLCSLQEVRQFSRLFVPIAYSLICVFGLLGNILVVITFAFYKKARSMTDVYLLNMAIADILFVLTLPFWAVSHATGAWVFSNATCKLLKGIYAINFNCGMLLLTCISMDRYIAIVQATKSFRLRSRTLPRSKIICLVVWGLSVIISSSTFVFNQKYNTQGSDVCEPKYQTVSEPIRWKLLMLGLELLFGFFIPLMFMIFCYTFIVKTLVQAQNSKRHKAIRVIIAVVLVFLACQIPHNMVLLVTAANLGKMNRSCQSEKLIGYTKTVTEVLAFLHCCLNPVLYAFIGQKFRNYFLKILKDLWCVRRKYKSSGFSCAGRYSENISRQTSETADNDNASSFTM
* marks the source's active call; other numbers are inactive results; . = not tested or not shown. This is a random part of the collection; overall some 5.8% were active at least once.

# | SMILES | A3A deaminase | Gli-Sufu antag | APOBEC3G inh | EBI2 antag | CCR6 antag | MPTP inh | GRIN3A LBD mod | CXCR6 inh
1 | O=[N+]([O-])c1cccc(N(CC2CO2)S(=O)(=O)c2ccccc2)c1 (centres undefined) | -1 | -1 | -5 | 2 | 16 | 0.7 | 0 | 2
2 | Cc1cc(=O)n2c3ccccc3n(CC(O)CN3CCN(Cc4ccccc4)CC3)c2c1C#N (centres undefined) | 1 | 10 | -1 | 4 | 0 | 0.1 | 0 | -3
3 | N/C(=N\OC(=O)c1ccco1)c1ccccc1 | -1 | -16 | -3 | -8 | -9 | 0.5 | -3 | -9
4 | Oc1ccc(C=Nc2ccc(N3CCOCC3)cc2)c(O)c1 | 5 | 0 | 2 | -4 | 2 | -0.4 | -23 | -4
5 | CC(=O)c1ccc(NC(=O)C(C)OC(=O)c2ccc(NS(=O)(=O)c3ccc4[nH]c(=O)[nH]c4c3)cc2)cc1 (centres undefined) | . | 7 | . | -6 | 13 | 1.5 | -1 | 4
6 | Cc1cccc(NC(=O)CN2C(=S)NC(C)(C)CC2C)c1C (centres undefined) | 1 | 0 | 0 | -5 | 14 | 0.3 | -5 | -1
7 | O=C(NCCNC(=O)C1CC2CCC1C2)C1CC2CCC1C2 (centres undefined) | 0 | 0 | -2 | -3 | 8 | -0.1 | 0 | 3
8 | O=c1c2ccccc2ncn1CCCSc1ccccc1 | -2 | 48 | -2 | 5 | 14 | -1.3 | 0 | 7
9 | COc1ccc(NC(=O)CNC(=O)Cn2c(C)cc3ccccc3c2=O)cc1OC | -5 | 44 | -3 | -6 | -9 | 70* | 1 | -2
10 | CC(C(=O)Nc1ncc([N+](=O)[O-])s1)N1C(=O)c2ccccc2S1(=O)=O (centres undefined) | 1 | -4 | -4 | -3 | 2 | -1.5 | 0 | -13
11 | CCC(CO)N=CC1=C(O)CC(c2ccccc2)CC1=O (centres undefined) | 1 | -10 | -9 | -10 | -2 | 0.4 | 1 | 2
12 | COc1cc(/C=N\NC(=O)CN2CCOCC2)ccc1OCC(=O)Nc1ccc(C)c(C)c1 | -16 | 8 | -6 | -15 | -13 | -0.2 | 1 | 5
13 | CCCN1C(=O)C(=O)N(CC(=O)c2cc(C)n(C3CC3)c2C)C1=O | -2 | -41 | -6 | -12 | 7 | 2.1 | -1 | 4
14 | Cc1ccc(-n2nc3c(c2NC(=O)c2ccco2)CS(=O)C3)c(C)c1 (centres undefined) | 28 | -1 | 0 | 2 | 9 | -1.1 | 1 | 0
15 | COCc1c(C(=O)NC2CCCCC2)sc2cccc(F)c12 | 2 | 4 | -2 | 9 | 18 | 1.5 | -1 | 7
16 | CN(C(=O)COC(=O)c1ccccc1SCC(=O)NC1CCCCCCC1)C1CCS(=O)(=O)C1 (centres undefined) | -2 | 0 | -4 | 13 | -2 | 0.8 | -1 | 0
17 | Cc1ccc(N(CC(=O)O)S(C)(=O)=O)cc1Cl | -2 | -9 | -6 | -1 | 3 | 0.4 | 12* | -10
18 | COCC(=O)Nc1cc(C)cn(Cc2c(F)cccc2Cl)c1=O | 3 | -8 | -3 | -5 | 17 | 0.2 | 0 | 6
19 | O=C(O)c1ccc(S(=O)(=O)N2CCCC2)cc1 | -3 | -1 | -7 | -10 | 6 | 0.5 | 0 | 1
20 | COc1ccc(OC(=O)C2CC(=O)N(c3ccc(C)cc3)C2)cc1 (centres undefined) | -3 | 6 | -10 | -5 | -1 | -1.1 | 0 | -1
21 | CSc1nc(C)cc(SCCO)n1 | -2 | 3 | 0 | -3 | -12 | -0.6 | -7 | 0
22 | CCCCNC(=O)Nc1nc2ccc(CC)cc2s1 | 0 | -81 | -9 | 12 | 0 | 3.4 | 0 | 0
23 | O=C(CN1C(=O)C(=O)N(C2CCCC2)C1=O)Nc1ccc([N+](=O)[O-])cc1 | -3 | -1 | -6 | -5 | 2 | -1.4 | -2 | 0
24 | CN1CCc2c1nc1ccccc1c2NC(=O)CN1CCCC1 | -2 | -1 | 1 | 1 | -2 | -0.9 | -1 | -3
25 | COc1cc(OC)cc(C(=O)OCC(=O)Nc2ccc(F)cc2F)c1 | -2 | 5 | -4 | -2 | -2 | -0.2 | 0 | -2
26 | CN(C)S(=O)(=O)c1ccc(S(=O)(=O)N2CCN(CCC#N)CC2)cc1 | -3 | 12 | -2 | -2 | -2 | -1.9 | -2 | 1
27 | Cn1c(C(=O)NCCN2CCOCC2)cc2sccc21 | 2 | -4 | 3 | 1 | -3 | 0.2 | -1 | -3
28 | COC(=O)c1sccc1S(=O)(=O)N1CCCC(N(C)CCc2ccccn2)C1 (centres undefined) | -2 | -18 | -6 | -6 | 5 | -2.3 | -2 | 0
29 | O=C1CNC(=O)N1CC(=O)N1CCCc2ccccc21 | 1 | 7 | -2 | -2 | -2 | 1.8 | 0 | 0
30 | COc1ccc(NC(=O)CN(C)CC(=O)c2[nH]c(C)c(C(C)=O)c2C)cc1 | -4 | 9 | -7 | -1 | 0 | -0.8 | -1 | -7

Structures above with a COOH group, in the order listed:
# | SMILES | A3A deaminase | Gli-Sufu antag | APOBEC3G inh | EBI2 antag | CCR6 antag | MPTP inh | GRIN3A LBD mod | CXCR6 inh
17 | Cc1ccc(N(CC(=O)O)S(C)(=O)=O)cc1Cl | -2 | -9 | -6 | -1 | 3 | 0.4 | 12* | -10
19 | O=C(O)c1ccc(S(=O)(=O)N2CCCC2)cc1 | -3 | -1 | -7 | -10 | 6 | 0.5 | 0 | 1

Following part:
# | SMILES | A3A deaminase | Gli-Sufu antag | APOBEC3G inh | EBI2 antag | CCR6 antag | MPTP inh | GRIN3A LBD mod | CXCR6 inh
31 | Cc1c(NC(=O)COC(=O)C(c2ccc(Cl)cc2)C(C)C)c(=O)n(-c2ccccc2)n1C (centres undefined) | -3 | 1 | -3 | -7 | -4 | 0.2 | -3 | 0
32 | CCC(=O)Nc1ccc(C(=O)CSc2nnc(-c3ccc(NS(C)(=O)=O)cc3)n2C)cc1OC | 0 | 1 | -2 | -4 | 9 | 1.2 | 3 | -1
33 | O=C(CS(=O)c1ccccc1[N+](=O)[O-])Oc1ccc(Br)cc1 (centres undefined) | -2 | -1 | -6 | -10 | -2 | -0.2 | -1 | -7
34 | COc1ccc(NC(=O)C2CCN(C(=O)Nc3ccccc3)CC2)cc1S(=O)(=O)N(C)C | 1 | 1 | -2 | 0 | 2 | 0.1 | 2 | -4
35 | CS(=O)(=O)N(CC(=O)NCc1ccc2c(c1)OCO2)c1ccccc1 | 3 | -3 | 1 | 3 | -4 | -0.1 | 0 | -4
36 | O=C1CC(/C=C/c2ccccc2)(C(=O)NC2CCCC2)N1c1ccc(S(=O)(=O)N2CCCC2)cc1 (centres undefined) | 1 | -1 | 0 | 28 | 9 | 8.9 | -5 | -2
37 | C=CCOc1ccc(/C=N/NC(=O)c2cc3c(OC)cc(OC)cc3[nH]2)cc1 | -3 | -1 | -10 | 0 | -4 | 1.9 | 6 | -2
38 | O=C(OCC(=O)c1c[nH]c2ccccc12)c1cncc(Br)c1 | 0 | -1 | -6 | 10 | 10 | 0.3 | -4 | 0
39 | Cc1ccc(C)n1-c1ccc(C(=O)N/N=C/c2ccncc2)cc1 | 0 | -4 | -11 | 3 | -5 | -12 | 1 | -11
40 | Cc1ccc(-n2c3c(cc(C(=O)NCC(=O)c4ccccc4)c2=O)C(=O)CCC3)cc1 | -8 | 7 | -3 | -12 | 1 | -0.1 | 0 | 11
41 | COc1ccc(/C=N/n2c(C)cc(C)cc2=O)cc1 | -2 | -26 | -4 | -1 | -4 | 0.3 | 0 | -13
42 | CCCCC(CC)C(=O)Nc1cc(C(=O)NCc2ccc(C)cc2)ccc1N1CCC2(CC1)CC(c1ccccc1)=NO2 (centres undefined) | 3 | -6 | -1 | -5 | 16 | -0.5 | 0 | -4
43 | CSCCC(NC(=O)COc1ccccc1)C(=O)N1CCN(C(C)=O)CC1 (centres undefined) | -4 | 1 | -7 | -6 | -6 | -0.1 | -4 | -1
44 | CN(CCNC(=O)c1c[nH]c2c1ccc1ccccc12)CCNC(=O)c1c[nH]c2c1ccc1ccccc12 | . | -11 | . | -11 | 1 | 5.1 | -5 | -17
45 | CC(Oc1cccc(F)c1)C(=O)Nc1ccc(N2CCOCC2)cc1 (centres undefined) | -3 | -1 | 0 | 6 | 0 | 1.4 | 1 | 0
46 | O=C(CCN1C(=O)c2ccc(Br)cc2C1=O)NC1CCCCC1 | 0 | -1 | -5 | 3 | 14 | -0.9 | -1 | 6
47 | COc1ccc(NC(=O)CC2C(=O)NC3CCCCC3N2C(=O)c2ccc(F)cc2)cc1 (centres undefined) | 2 | -3 | -5 | -10 | 16 | -2.1 | 1 | 4
48 | Cn1c(-c2sc3cc(C(F)(F)F)cnc3c2-c2ccccc2)n[nH]c1=S | -9 | 10 | 6 | -4 | 2 | -1.0 | 3 | -1
49 | CC1(c2ccccc2)NC(=O)N(NC(=O)COC(=O)c2cc(Br)ccc2O)C1=O (centres undefined) | -4 | -9 | -7 | -18 | 1 | -0.2 | -5 | -4
50 | O=C(Nc1ccc(Cl)cc1)NC1CCCC1Cc1ccco1 (centres undefined) | 4 | -12 | -2 | 11 | 10 | 103* | -3 | 5
51 | CCOCCCNC(=O)c1c(-c2ccccc2)noc1C | -3 | 0 | -6 | -6 | 9 | -0.2 | 0 | -4
52 | Cn1c(N2CCOCC2)nc2c1c(=O)n(Cc1ccc(Cl)cc1)c(=O)n2C | 0 | 3 | -3 | 3 | -17 | 6.8 | -4 | 1
53 | COc1ccc(S(=O)(=O)N(CC(=O)NCc2ccncc2)c2ccc(C)cc2)cc1OC | 1 | 3 | -7 | 6 | 20 | 0.5 | -1 | 9
54 | COc1cc(C(=O)Oc2ccccc2/C=N/NC(=O)c2ccc(C)c(Cl)c2)cc(OC)c1OC | 0 | 20 | -6 | 6 | 5 | 14 | -2 | 11
55 | CCOc1ccc(CC(=O)NCC(=O)NCc2cc(=O)n(C)c(=O)n2C)cc1 | 0 | -9 | -3 | -9 | 13 | 7.9 | -6 | -6
56 | COc1cc(Br)c(C2C(C#N)=C(N)Oc3n[nH]c(-c4cccnc4)c32)cc1OC (centres undefined) | 1 | 4 | -2 | -1 | 2 | -2.0 | -1 | 2
57 | Cc1nc2ccccn2c1-c1ccnc(=S)[nH]1 | -4 | -12 | -11 | 0 | -2 | 3.3 | 5 | 2
58 | O=S(=O)(Nc1ccc(S(=O)(=O)N2CCCCCC2)cc1)c1cccs1 | -1 | -1 | 1 | -6 | 5 | 0.4 | -1 | 6
59 | COCCn1c(C)cc(C(=O)COC(=O)c2ccc(-n3nc(C)cc3C)cc2)c1C | -4 | 2 | -6 | 8 | 6 | 0.8 | 0 | -10
60 | COc1cc(OC)cc(C(=O)NCC(=O)Nc2ccc(C)c(Cl)c2)c1 | -2 | 1 | 17 | -12 | -5 | 2.3 | 1 | 2
61 | NS(=O)(=O)c1ccc(CNC(=S)Nc2cc(S(=O)(=O)N3CCOCC3)ccc2Cl)cc1 | . | -2 | . | -6 | 15 | -1.2 | 1 | 14
